Bioassay records (PubChem BioAssay)
hgDAF12 agonist: H. glycines DAF-12 receptor agonists, primary screen, cell-based, luminescence, HEK293, GAL4 fusion, UAS-luciferase; HEK293 GAL4-hgDAF12 UAS-luciferase reporter, agonist luminescence; normalized to butyrate control; Nuclear hormone receptor DAF-12 (Heterodera glycines), GAL4 fusion; 1.8% of 370,000 active; activation, % at 6.8 µM;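 active = activation above a cutoff set at the mean of all screened compounds plus 3 SD, cut at about 10% in these data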;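 note: 0% = DMSO wells and 100% = sodium butyrate wells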
proKLK7 act: proKLK7 zymogen activators, primary screen, biochemical, fluorescence intensity; Kallikrein-7 (Homo sapiens), P49862; purified proKLK7, EDANS-DABCYL substrate fluorescence; 100% is mature enzyme control, 0% vehicle; activation, % at 7 µM; 0.9% of 370,000 active;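 active = activation above the mean of all tested compounds plus 3 SD, computed per campaign excluding outliers beyond control limits, cut at about 13% in these data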
Target sequence (P49862 whole entry, looked up): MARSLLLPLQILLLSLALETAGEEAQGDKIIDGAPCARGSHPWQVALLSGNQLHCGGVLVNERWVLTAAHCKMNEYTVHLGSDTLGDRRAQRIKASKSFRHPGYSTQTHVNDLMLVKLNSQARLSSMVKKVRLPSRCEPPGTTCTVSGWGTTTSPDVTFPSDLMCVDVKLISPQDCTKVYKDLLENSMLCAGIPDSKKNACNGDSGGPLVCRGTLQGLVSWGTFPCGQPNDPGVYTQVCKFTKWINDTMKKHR
SMARCA2 activ: SMARCA2 (BRM) function activators, primary screen, cell-based, luminescence, high throughput; MG213 cells, MMTV-luciferase reporter, dexamethasone, overnight; 1% of 370,000 active; activation, % at 9.1 µM; AID 652017, 2013; in the data active = activation above about 7.8%;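 note: 0% = vehicle wells and 100% = reference activator wells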
NPR1 activator: GC-A stimulated cGMP production enhancers – HEK293 GC-A cells, cGMP TR-FRET, EC30 ANP, primary screen | Atrial natriuretic peptide receptor 1 (Homo sapiens), P16066 | 0% at EC30 ANP, 100% saturating ANP | activation, % at 10 µM | 0.14% of 370,000 active; in the data active = activation above about 40%
GAA850 FXN act: FXN promoter activators, primary screen, cell-based, luciferase luminescence, HEK293 lucGAA850. activation, % at 6 µM. 0.56% of 360,000 active. HEK293 lucGAA850 FXN promoter luciferase reporter, 24 h; percent of 10 µM SAHA response. AID 540364, 2011;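 active = activation above the average of all compounds screened plus 3 SD, cutoff fixed separately per campaign, cut at about 7.5% in these data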;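 note: 0% = DMSO wells and 100% = 10 µM SAHA wells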
NPR2 activator: human GC-B receptor activators, primary screen, HEK293 GC-B cells, cGMP TR-FRET, EC30 CNP; Atrial natriuretic peptide receptor 2 (Homo sapiens), P20594; 0% at EC30 CNP, 100% saturating CNP; activation, % at 10 µM; 0.11% of 370,000 active; AID 1920062, 2024;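 active = activation at 10 µM reaching about 35% in either raw or pattern-adjusted values, limit read from the data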
HGIII-sPLA2 inh: human group III sPLA2 inhibitors, primary screen, biochemical, QFRET, BODIPY PC-A2 liposome substrate; QFRET BODIPY PC-A2 liposome hydrolysis, fluorescence; inhibition, % at 12.2 µM; 0.56% of 370,000 active;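 active = inhibition above mean plus 3 SD of compounds lying within the high and low control bounds, cut at about 19% in these data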;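 note: 0% = median of test compound wells and 100% = no enzyme DMSO wells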
Target sequence (Q9NZ20 whole entry, looked up): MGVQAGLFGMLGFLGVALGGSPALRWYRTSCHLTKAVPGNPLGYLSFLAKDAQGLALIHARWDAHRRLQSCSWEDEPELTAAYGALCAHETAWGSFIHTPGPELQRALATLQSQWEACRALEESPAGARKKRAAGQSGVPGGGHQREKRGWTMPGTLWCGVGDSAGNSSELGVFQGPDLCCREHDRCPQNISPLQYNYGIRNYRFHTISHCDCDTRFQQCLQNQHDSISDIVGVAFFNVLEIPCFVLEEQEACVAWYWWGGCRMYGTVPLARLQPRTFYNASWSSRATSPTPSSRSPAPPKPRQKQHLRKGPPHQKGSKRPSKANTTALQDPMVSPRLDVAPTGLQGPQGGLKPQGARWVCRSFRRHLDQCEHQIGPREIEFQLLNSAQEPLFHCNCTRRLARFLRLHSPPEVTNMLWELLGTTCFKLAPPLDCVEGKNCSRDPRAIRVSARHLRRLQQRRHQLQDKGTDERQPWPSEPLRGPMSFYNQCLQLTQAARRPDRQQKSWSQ
hcDAF12 agonist: H. contortus DAF-12 nuclear receptor activators, primary screen, cell-based, luminescence, HEK293, lit1-tk-luc reporter | HEK293 hcDAF-12 lit1-tk-luc reporter; 0% DMSO, 100% Δ7-dafachronic acid | AID 652067, 2013 | activation, % at 6.8 µM | 1.4% of 370,000 active;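 active = activation above the mean of all tested compounds plus 3 SD, cut at about 5.5% in these data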;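 note: 100% = response to 3 µM Δ7-dafachronic acid high control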
DAX1 inh-1: DAX1 (NR0B1) inhibitors, primary screen, cell-based, HEK293, Gal4-DAX1, luciferase luminescence; Nuclear receptor subfamily 0 group B member 1 (Homo sapiens), P51843; 0.99% of 340,000 active; AID 504766, 2011; HEK293 Gal4-DAX1 luciferase reporter; inhibition, % at 6.75 µM;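 active = inhibition above the mean over all tested compounds plus 3 SD, cut at about 4.2% in these data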;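 note: 0% = DAX1-transfected cells with DMSO and 100% = empty-vector control cells with DMSO; inhibition shows as a rise in luminescence from relieved DAX1 repression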
Target sequence (P51843 207-470 limits assumed): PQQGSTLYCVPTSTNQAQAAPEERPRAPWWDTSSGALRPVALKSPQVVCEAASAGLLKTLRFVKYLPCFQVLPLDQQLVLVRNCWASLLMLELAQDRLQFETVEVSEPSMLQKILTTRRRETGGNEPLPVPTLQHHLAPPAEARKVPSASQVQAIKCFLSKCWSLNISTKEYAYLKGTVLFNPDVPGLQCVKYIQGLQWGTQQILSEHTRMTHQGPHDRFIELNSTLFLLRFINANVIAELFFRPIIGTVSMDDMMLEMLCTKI
DAX1 inh-2: DAX1 (NR0B1) inhibitors on StAR promoter, primary screen, cell-based, luminescence, SF-1 (NR5A1), full-length DAX-1 | HEK293T StAR-luciferase reporter, SF-1/DAX-1 repression relief | AID 652010, 2013 | inhibition, % at 6.8 µM | 1.1% of 370,000 active;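 active = inhibition above the mean over all tested compounds plus 3 SD, cut at about 3.6% in these data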;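 note: 0% = DAX-1 cells with DMSO and 100% = cells lacking DAX-1 with DMSO; higher inhibition means more luminescence from relief of DAX-1 repression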
ssDAF12 agonist: S. stercoralis DAF-12 nuclear receptor activators, primary screen, cell-based, luminescence, HEK293, GRIP1 co-expression, lit1-tk-luc. HEK293 ssDAF-12/GRIP1 lit1-tk-luc reporter; % of 3 µM dafachronic acid response. activation, % at 6.8 µM. AID 652126, 2013. Nuclear hormone receptor DAF-12 (Strongyloides stercoralis). 1% of 370,000 active;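 active = activation above the mean over all tested compounds plus 3 SD, cut at about 0.9% in these data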;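 note: 0% = DMSO-only wells and 100% = 3 µM delta7-dafachronic acid wells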
Starred values were filed as active, the others as inactive; nt = not tested or not shown.

SMILES | hgDAF12 agonist | proKLK7 act | SMARCA2 activ | NPR1 activator | GAA850 FXN act | NPR2 activator | HGIII-sPLA2 inh | hcDAF12 agonist | DAX1 inh-1 | DAX1 inh-2 | ssDAF12 agonist
Cn1c(SCC(=O)N/N=C/c2ccc([N+](=O)[O-])s2)nnc1-c1ccc(Cl)cc1 | -1.3 | 0.0 | -2 | 3 | -0.5 | -1 | -3 | 0.7 | 1.7 | -1.1 | -1.4
COc1ccc(CNC(=O)C/C(C)=N/NC(=O)C(c2ccccc2)c2ccccc2)cc1 | 0.8 | 0.5 | -7 | 0 | 0.1 | -4 | -14 | -1.2 | -0.6 | 0.2 | -0.3
CCN1C(=O)c2cccc3c(S(=O)(=O)NC(Cc4ccccc4)C(=O)O)ccc1c23 (configuration not stated) | 1.4 | 51* | 1 | 7 | 0.7 | -1 | -1 | 1.1 | -0.7 | -0.1 | -1.2
Cc1nc(C(C)NC(=O)c2cc(COc3ccc(C)c(C)c3)on2)c(C)s1 (configuration not stated) | 13* | 0.7 | 4 | -4 | 1.7 | -1 | -14 | 2.4 | 0.8 | 0.8 | 0.0
CCC(C)(c1ccc(C=O)s1)c1ccc(C=O)s1 | -0.6 | -0.1 | -3 | 1 | 1.0 | 0 | -14 | -0.6 | 0.0 | -0.5 | -1.3
CN(Cc1ccccc1)C(=O)[C@@H]1CCCN1 | 0.1 | -0.2 | -4 | 2 | nt | 0 | 2 | -1.6 | nt | 1.3 | -0.4
Cc1cccc(C(=O)NCC(c2ccco2)N2CCc3ccccc32)c1 (configuration not stated) | 0.0 | -0.1 | -1 | -3 | -0.3 | -1 | 7 | -0.9 | -0.1 | -1.2 | -0.9
CCC(C(=O)NCc1ccco1)N(C(=O)CNS(=O)(=O)c1ccc(F)cc1)c1ccccc1F (configuration not stated) | -2.1 | 0.4 | -3 | -1 | -2.9 | -11 | -12 | -0.1 | -1.6 | -0.1 | -1.5
O=C(OCC(=O)N1CCCC1=O)c1ccc(Cl)cc1[N+](=O)[O-] | 4.0 | 0.0 | -2 | 1 | -1.1 | 2 | 2 | -1.1 | 0.8 | -0.1 | -0.7
COc1ccc(C(=O)CSc2nnc(CN3CCCC3)n2-c2ccc(F)cc2)c(OC)c1 | -0.9 | -0.4 | -2 | -7 | -0.1 | -1 | -29 | -0.9 | -0.8 | 0.1 | -1.8
Cc1ccc(OCc2cc(C(=O)N3CCN(C)C[C@@H]3c3ccccc3)no2)cc1C | 5.3 | 0.5 | 4 | -2 | 2.4 | 2 | -12 | 3.5 | 0.9 | 3.0 | -0.2
COC(=O)[C@]12C[C@H](CC(=O)NCc3cccs3)C(=O)N(Cc3ccc(Cl)cc3Cl)C1=C[C@H](COCc1ccccc1)O[C@@H]2C | -2.2 | 0.1 | -5 | -9 | nt | -2 | -16 | 1.4 | nt | -1.0 | -1.2
O=C1Nc2ccccc2C1=NN1CCCCCC1 | 5.5 | -0.2 | -1 | 2 | 0.7 | 0 | -1 | 1.2 | -0.7 | 1.1 | -0.9
CN(C)S(=O)(=O)c1cc(NC(=O)[C@H](Cc2ccccc2)N2C(=O)c3ccccc3C2=O)ccc1Cl | 5.6 | 0.0 | -2 | -2 | 4.2 | 3 | -11 | 2.4 | -0.7 | -0.5 | -0.9
CCn1cc(C(=O)OC)c(=O)c2cc(S(=O)(=O)N(C)C3CCCCC3)ccc21 | 0.7 | 0.0 | -4 | -2 | -0.2 | -7 | 3 | 0.2 | 0.6 | -0.3 | -0.9
CCOC(=O)c1cnc(SC)nc1Oc1cccc(NC(=O)c2cccc(Cl)c2Cl)c1 | -1.5 | -0.1 | 1 | 0 | 1.8 | 0 | 6 | 1.4 | 1.1 | 0.7 | -1.1
Cc1ccc2nc(SC(C)C(=O)Nc3cccc([N+](=O)[O-])c3)[nH]c2c1 (configuration not stated) | -2.2 | 0.1 | -4 | 0 | -4.3 | -2 | -15 | -0.1 | -0.2 | -0.1 | -1.1
CCCCc1ccc(S(=O)(=O)Nc2ccc(C)c(NS(C)(=O)=O)c2)cc1 | 1.4 | 1.0 | -1 | 5 | 0.8 | 0 | -25 | -0.5 | nt | 0.5 | -0.6
O=C(Cc1ccc(S(=O)(=O)N2CCCC2)s1)N1CCOCC1 | -0.6 | -0.2 | -2 | 5 | -0.4 | 5 | 0 | -0.5 | 1.3 | 0.6 | -0.4
Nc1cccc2c1CN(C1CCC(=O)NC1=O)C2=O (configuration not stated) | -1.5 | 0.1 | 5 | -1 | nt | 5 | -1 | -1.2 | nt | 0.1 | -1.6
Cn1c(SCC(=O)N2CCOCC2)nnc1-c1ccccc1 | 2.3 | -0.5 | -1 | 1 | 2.0 | -8 | -2 | 0.2 | 0.3 | 1.0 | -1.0
Cn1c(=O)c2c(nc3sccn32)n(C)c1=O | 0.1 | -0.9 | -5 | 1 | 0.2 | 1 | 1 | -0.6 | 2.0 | 0.3 | -0.9
S=c1[nH]nc(Cc2ccccc2)n1Cc1ccco1 | -1.0 | -0.4 | -1 | -2 | 4.0 | 0 | 9 | -1.9 | 0.7 | 0.1 | -0.5
Cc1ccc(C)c(NS(=O)(=O)c2ccc(-n3cccn3)cc2)c1 | -0.3 | 0.8 | -2 | -1 | 0.4 | -8 | -7 | -1.6 | -1.0 | -0.8 | -1.3
COc1cc(SC)ccc1C(=O)N1CCN(c2ccccc2F)CC1 | -3.3 | -0.3 | -2 | -6 | 3.4 | -1 | 2 | -2.5 | -1.4 | 1.1 | -1.8
O=C(NCc1ccccn1)NC12CC3CC(CC(C3)C1)C2 | 2.4 | -0.3 | 0 | -3 | 1.6 | -1 | 1 | -0.8 | 1.4 | 0.1 | -1.0
CCOc1ccc(NC(=O)COC(=O)CCCc2c[nH]c3ccccc23)cc1 | 4.9 | 0.4 | -2 | -3 | -0.9 | -5 | -90 | 3.3 | 0.2 | 0.3 | -0.1
COC(=O)NC(=S)N1CCOCC1 | -0.3 | 0.0 | 4 | 3 | 0.6 | 4 | 6 | -0.4 | 2.3 | 1.2 | -1.6
COc1ccc(NC(=O)c2sccc2SCc2cccc(C(F)(F)F)c2)cc1 | -0.5 | 0.1 | -1 | -7 | -0.3 | -13 | -29 | -0.9 | -0.3 | -0.2 | -1.5
CC(C)N(CC(N)=O)C(=O)c1sc2cc(F)ccc2c1Cl | -0.3 | 0.2 | -2 | 0 | 2.5 | 2 | -1 | -0.1 | -0.6 | 1.2 | -1.2

Looked up above:
Value for O=C(NCc1ccccn1)NC12CC3CC(CC(C3)C1)C2 in proKLK7 act: -0.3
Value for Cn1c(SCC(=O)N2CCOCC2)nnc1-c1ccccc1 in proKLK7 act: -0.5
Value for COc1ccc(NC(=O)c2sccc2SCc2cccc(C(F)(F)F)c2)cc1 in DAX1 inh-2: -0.2

Laid out differently: entries from further up
canonical_smiles	hgDAF12 agonist	proKLK7 act	SMARCA2 activ	NPR1 activator	GAA850 FXN act	NPR2 activator	HGIII-sPLA2 inh	hcDAF12 agonist	DAX1 inh-1	DAX1 inh-2	ssDAF12 agonist
S=c1[nH]nc(Cc2ccccc2)n1Cc1ccco1	-1.0	-0.4	-1	-2	4.0	0	9	-1.9	0.7	0.1	-0.5
CCOc1ccc(NC(=O)COC(=O)CCCc2c[nH]c3ccccc23)cc1	4.9	0.4	-2	-3	-0.9	-5	-90	3.3	0.2	0.3	-0.1

Other compounds
SMILES | hgDAF12 agonist | proKLK7 act | SMARCA2 activ | NPR1 activator | GAA850 FXN act | NPR2 activator | HGIII-sPLA2 inh | hcDAF12 agonist | DAX1 inh-1 | DAX1 inh-2 | ssDAF12 agonist
Cc1[nH]n(-c2ccc(Cl)cc2)c(=O)c1/C=N/c1nnc(-c2ccccc2)s1 | 2.4 | 0.2 | 1 | 5 | 1.9 | 7 | 4 | 4.7 | 3.3 | 0.6 | -1.2
O=C(CCc1ccccc1)Nc1ccccc1OC(=O)c1ccccc1 | 8.2 | -0.3 | 6 | -2 | 3.0 | -1 | -4 | -0.1 | -0.8 | 0.5 | 0.2
Cc1ccc(S(=O)(=O)C2(C(=O)Nc3ccc(Br)cc3)CC2)cc1 | -2.5 | 0.4 | 0 | -5 | 0.2 | -7 | -13 | -2.3 | -1.6 | -0.9 | -1.5
O=C(Nc1ccccc1F)C1CCCN1S(=O)(=O)c1ccc(Cl)cc1 (configuration not stated) | -1.8 | -0.3 | -3 | -2 | -1.0 | 0 | 14 | -1.5 | -1.1 | 0.3 | -1.4
COC(=O)c1ccc(NC(=O)CSc2nccn2CCc2ccccc2)cc1 | 3.5 | 0.1 | 2 | 3 | -0.5 | 3 | -23 | -1.3 | -0.9 | -0.1 | -1.4
COc1cccc(Nc2nnc(SCn3nnc4ccccc4c3=O)s2)c1 | -2.5 | 0.8 | 0 | 5 | 0.8 | 2 | -11 | 0.6 | 0.0 | 0.3 | -1.2
CCOc1ccc2ccccc2c1CNCCN1CCOCC1 | 0.0 | -0.5 | -1 | -1 | -1.4 | -4 | 9 | 0.0 | -0.3 | -0.4 | -0.6
COc1cc(Cl)cc(C2NC(=O)NC(C)=C2C(C)=O)c1OCC(=O)O (configuration not stated) | -2.1 | -0.4 | -4 | 3 | -0.1 | 2 | -2 | -1.3 | -0.2 | 1.0 | -0.8
CCOC(=O)CCc1c(C)c2ccc(OCc3nn[nH]n3)cc2oc1=O | 3.5 | -3.1 | 4 | 5 | 2.2 | 9 | 7 | -1.8 | -0.1 | 0.0 | -1.2
CN(C(=O)c1cccc(NC(=O)Cc2cccc(NC(=O)C3CCN(C(=O)CCc4ccccc4)CC3)c2)c1)C1CC1 | -0.1 | -0.3 | 0 | 1 | -0.8 | 3 | -10 | -1.4 | -0.2 | -0.6 | -0.9
Cc1ccc(Cl)cc1NC(=S)N(CCCN1CCOCC1)Cc1ccco1 | 0.1 | 0.4 | 1 | -15 | 0.1 | -13 | 11 | -0.9 | 0.2 | 0.2 | -2.0
O=C(OCC(=O)N1CCC(Cc2ccccc2)CC1)c1cc(Br)ccc1O | 2.2 | -0.4 | -1 | 0 | -1.8 | 4 | -2 | -0.5 | 1.5 | 1.3 | -1.5
CCCc1cc(=O)c2c(O)cccc2o1 | 0.5 | 0.4 | 0 | 0 | 1.6 | -3 | 3 | -0.3 | -0.7 | 0.2 | -1.3
O=C(/C=C/c1ccccc1[N+](=O)[O-])N1CCN(c2ccc(F)cc2)CC1 | 0.5 | -0.2 | 2 | 0 | 1.0 | -7 | -7 | -1.4 | 1.5 | 0.3 | -1.2

Compounds were not picked by outcome; any-hit rate near 6.7%.
